Source: PubChem
HIF act – HIF pathway transcriptional activation | U2OS HRE-luciferase reporter, luminescence; normalized: DMSO 0%, desferrioxamine 100% | activation, % at 7.5 µM (by protocol) | actives 0.32% (n = 300,000);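 active = mean activation of at least 10% of the iron chelator positive control signal, with at least half of replicates also reaching 10%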
TRPC4 act – opens the mouse TRPC4 cation channel | Q9QUQ5 | HEK293 TRPC4beta/mu-opioid, Fluo4 calcium fluorescence; hits give high values | B-score at 10 µM | actives 0.49% (n = 310,000) | AID 2237;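 active = B-score above 5 SD of library B-scores, and initial fluorescence ratio not above library mean plus 5 SD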;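 also: positive B-score marks a calcium rise read as TRPC4 activation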
Target sequence (Q9QUQ5 whole entry, looked up): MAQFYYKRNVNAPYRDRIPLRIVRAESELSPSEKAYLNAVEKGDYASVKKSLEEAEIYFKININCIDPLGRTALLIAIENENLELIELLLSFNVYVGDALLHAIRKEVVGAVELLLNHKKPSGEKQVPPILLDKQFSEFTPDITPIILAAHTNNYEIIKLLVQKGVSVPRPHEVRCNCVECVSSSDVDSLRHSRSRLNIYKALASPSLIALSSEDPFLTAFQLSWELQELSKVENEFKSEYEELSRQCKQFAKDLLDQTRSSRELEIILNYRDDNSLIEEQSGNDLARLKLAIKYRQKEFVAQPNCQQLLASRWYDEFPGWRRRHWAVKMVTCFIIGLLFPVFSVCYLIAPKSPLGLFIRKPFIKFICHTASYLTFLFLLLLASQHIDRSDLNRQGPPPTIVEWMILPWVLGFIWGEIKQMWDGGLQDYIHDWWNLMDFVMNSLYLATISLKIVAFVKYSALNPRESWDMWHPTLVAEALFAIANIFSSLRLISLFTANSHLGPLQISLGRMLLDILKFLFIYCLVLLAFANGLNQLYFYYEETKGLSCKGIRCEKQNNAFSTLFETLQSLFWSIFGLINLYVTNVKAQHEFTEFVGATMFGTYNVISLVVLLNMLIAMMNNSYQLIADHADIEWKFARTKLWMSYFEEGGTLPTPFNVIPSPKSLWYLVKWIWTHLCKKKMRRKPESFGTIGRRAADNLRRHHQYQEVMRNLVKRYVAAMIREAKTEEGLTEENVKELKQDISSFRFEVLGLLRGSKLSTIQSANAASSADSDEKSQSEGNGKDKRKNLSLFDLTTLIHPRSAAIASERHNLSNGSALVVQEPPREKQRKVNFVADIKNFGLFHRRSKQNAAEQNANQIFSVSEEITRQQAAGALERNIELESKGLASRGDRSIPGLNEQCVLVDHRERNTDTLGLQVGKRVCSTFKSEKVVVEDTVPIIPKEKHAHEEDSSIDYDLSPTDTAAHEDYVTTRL
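System: HEK293 cells stably co-expressing mouse TRPC4beta and mu-opioid receptor; Schedule: Fluo4 dye loading 45 min at room temperature, 110 s recording; Detection: Fluo4 fluorescence, kinetic; Evaluation: B-scored integrated calcium fluorescence ratio; Controls: buffer (low) and maximal DAMGO (high).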
TRPC6 inh – inhibitors of mouse TRPC6 channel | Q61143 | HEK293-TRPC6, membrane potential dye, ACh-evoked depolarization; hits give low values | B-score at 10 µM | actives 1.1% (n = 310,000) | AID 2553;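 active = B-score under library mean minus 3 SD, initial fluorescence not abnormally high, positive integrated signal ratio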;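 also: B-score derived from integrated fluorescence ratio over the kinetic read; more negative B-score means stronger inhibition of depolarization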
TRPC4 potent – TRPC4 (mouse) allosteric potentiation | B-score at 10 µM | actives 0.42% (n = 310,000) | HEK293 TRPC4beta/mu-opioid, DAMGO EC20, Fluo-4 Ca2+ flux; hits give high values | AID 2227;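 active = B-score of calcium response area above 5 SD of library B-scores, with initial fluorescence ratio within 5 SD of library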;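 also: B-score of integrated fluorescence ratio over time as area under calcium response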
TRPC6 act – mouse TRPC6 channel activation; B-score at 10 µM; Q61143; actives 0.13% (n = 310,000); HEK293-TRPC6 membrane potential dye fluorescence; hits give high values;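 active = B-score of the integrated fluorescence ratio above library mean plus 3 SD, and starting fluorescence ratio within library mean plus 5 SD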;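 also: higher score means more depolarization so channel activation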
KLF5 inh – suppresses KLF5 promoter-driven expression. inhibition, % at 5 µM. DLD-1 KLF5 promoter-luciferase reporter, luminescence. actives 0.23% (n = 290,000);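 active = inhibition above a per-plate limit of that plate's mean compound inhibition plus 3 SD, cut at about 60% in these data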;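 also: 0% = DMSO wells and 100% = LY294002 at 200 µM; higher means less KLF5 promoter-driven luciferase light; inactives centre near -14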
MrgX1 antagonist – human MrgX1 receptor antagonism, primary screen; AID 588676; B-score at 10 µM; actives 1.3% (n = 310,000); MRGX1-HEK293 calcium flux, Fluo-4, BAM8-22 antagonism; hits give low values;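 active = calcium-response B-score plate-corrected more than 3 library SD below zero, starting fluorescence within 5 deviations, no agonist response on first addition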;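 also: peak minus trough fluorescence over baseline after final BAM8-22 challenge near maximal dose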
aSyn UTR inh – MLPCN primary screen, SNCA 5' untranslated region; inhibition, % (tested at 7.5 µM); actives 0.82% (n = 300,000); alpha-synuclein 5'UTR reporter, inhibitor activity; in the data active = inhibition above about 60%;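 also: H4 neuroglioblastoma cells stably carrying SNCA 5'UTR luciferase fusion; 0% = DMSO wells and 100% = positive control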
SKKanGAS inh – inhibitors of SKKanGAS S. pyogenes growth in kanamycin (SK-promoter or general growth effect). BacTiter-Glo, 6 h. inhibition, % at 7.5 µM. actives 1.3% (n = 300,000). AID 1662;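 active = mean replicate score, as percent of positive control median, at least 50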;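 also: strain carries kanamycin resistance gene driven by streptokinase promoter and grows in 40 µg/ml kanamycin; loss of luminescence reflects streptokinase promoter inhibition or plain growth inhibition; 0% = median of DMSO wells and 100% = positive control at its reference dose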
IEC-6 tox – kills IEC-6 intestinal cells in KLF5 counter-screen. IEC-6 cytotoxicity, luminescence viability. inhibition, % at 5 µM. actives 0.78% (n = 290,000). AID 1825; in the data active = inhibition above about 22%;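 also: 0% = plate median of test compound wells and 100% = cytotoxic reference compound wells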
TRPC4 inh – inhibitors of mouse TRPC4 channel; HEK293 TRPC4beta/mu-opioid, DAMGO-evoked Fluo4 calcium flux; hits give low values; Q9QUQ5; AID 2247; actives 0.39% (n = 300,000); B-score at 10 µM;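 active = B-score over 3 SD under the library average, no early fluorescence shift, positive overall ratio signal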
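test system = HEK293 cells with stable TRPC4beta plus mu-opioid receptor expression | detection = Fluo4 Ca2+ flux fluorescence | read-out = integrated fluorescence ratio relative to baseline, converted to per-well B score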
Active calls of the source: *; i = inactive; x = not tested or not shown.

SMILES	HIF act	TRPC4 act	TRPC6 inh	TRPC4 potent	TRPC6 act	KLF5 inh	MrgX1 antagonist	aSyn UTR inh	SKKanGAS inh	IEC-6 tox	TRPC4 inh
COc1cc(C(=O)N2CCN(S(=O)(=O)c3ccc(F)cc3)CC2)cc(OC)c1OC	-0.1	i	i	i	i	-8	i	9	6	8	i
Brc1ccc(OCc2nc3ccccc3[nH]2)cc1	1.3	i	i	i	i	-154	i	-214	3	0	i
O=C(Nc1ncccc1O)c1ccc(S(=O)(=O)Nc2ccccc2)cc1	72*	i	i	i	i	x	i	i	-9	x	i
Cc1cc(C)cc(C(=O)N(CCc2ccccc2)C2CC3CCC(C2)N3C)c1 (stereo unspecified)	-0.8	i	i	i	i	-37	i	14	1	5	i
Cc1ccc(S(=O)(=O)NC(CC(C)C)C(=O)NCC(C)(C)N2CCOCC2)cc1 (stereo unspecified)	0.8	i	i	i	i	x	i	-3	-1	x	i
COc1ccc(C(=O)NC(=S)Nc2ccc(NC(=O)c3ccco3)cc2)cc1[N+](=O)[O-]	0.7	i	i	i	i	-3	i	-6	10	2	i
CCN(CC)S(=O)(=O)c1ccc(NS(=O)(=O)CC23CCC(CC2=O)C3(C)C)cc1 (stereo unspecified)	-0.3	i	i	i	i	-1	i	4	13	-1	i
CSCCC(NS(=O)(=O)c1ccccc1F)C(=O)NNC(=O)c1csc(N2CCOCC2)n1 (stereo unspecified)	-0.8	i	i	i	i	x	i	-2	16	x	i
COc1cc2c(cc1OC)-c1cc(OCCN3CCOCC3)nc(=O)n1CC2	-0.6	i	i	i	i	-18	i	28	4	-2	i
O=C(Nc1cccc2c1CCCC2)c1cccc(F)c1	-1.2	i	i	i	i	-69	i	-7	-3	0	i
O=C(CNc1cccc(Cl)c1)c1ccc(Br)cc1	-3.2	i	i	i	i	-35	i	-3	4	-3	i
CCCn1nnnc1SCC(=O)N1CCOCC1	-0.2	i	i	i	i	-9	i	-2	-1	0	i
CCOC(=O)N1CCN(S(=O)(=O)c2ccc3[nH]cc(C(=O)O)c(=O)c3c2)CC1	x	i	i	i	i	-33	i	x	1	4	i
Cc1ccc(CN2CCS(=O)(=O)CC2)cc1	0.7	i	i	i	i	-21	i	18	-5	0	i
Cc1c(C(=O)N2CCCC2)sc(NC(=O)c2cccc(Cl)c2)c1C#N	-0.2	i	i	i	i	-32	i	-4	6	0	i
COCCN1CCn2c(nc3cc(NC(=O)c4cccs4)ccc32)C1	0.5	i	i	i	i	-31	i	-17	3	-1	i
CCN1C(=O)/C(=C\N2CCN(C)CC2)SC1=S	0.3	i	i	i	i	-45	-4.6*	-9	-2	10	i
COc1ccc(NC(=O)c2ccc3nc(C)sc3c2)cc1	-1.0	i	i	i	i	-78	i	-124	-5	-7	i
O=C(NCCF)[C@H]1C[C@@H]1[C@H](NP(=O)(c1ccccc1)c1ccccc1)c1ccccc1	-4.6	i	i	i	i	24	i	-4	4	0	i
O=C(NCc1cc(C(F)(F)F)cc(C(F)(F)F)c1)C12CN(Cc3ccccc3)CC1C(c1cccc([N+](=O)[O-])c1)=NO2 (stereo unspecified)	0.9	i	i	i	i	-1	i	13	8	-10	i
OCCN=C1CCCc2c1[nH]c1ccc(Cl)cc21	0.5	i	i	i	i	-4	i	52	3	2	i
Cc1cc(N2CCCC2=O)ccc1S(=O)(=O)Nc1c(C)nn(C)c1C	-0.7	i	i	i	i	-1	i	-3	1	1	i
COc1cccc2cc(C(=O)Nc3ccc(S(=O)(=O)NCC4CCCO4)cc3)c(=O)oc12 (stereo unspecified)	-0.5	i	i	i	i	-12	i	-14	9	3	i
Cc1cc(F)ccc1NC(=O)C1CSC2(C)CCC(=O)N12 (stereo unspecified)	-0.4	i	i	i	i	x	i	-20	-6	x	i
CC(=O)Nc1cc(NC(C)=O)cc(C(=O)OC(C)C(=O)Nc2ccc(S(=O)(=O)N3CCCC3)cc2)c1 (stereo unspecified)	0.4	i	i	i	i	x	i	2	-4	x	i

4 structures from above, ordered by number of heavy atoms, descending:
SMILES	HIF act	TRPC4 act	TRPC6 inh	TRPC4 potent	TRPC6 act	KLF5 inh	MrgX1 antagonist	aSyn UTR inh	SKKanGAS inh	IEC-6 tox	TRPC4 inh
O=C(NCCF)[C@H]1C[C@@H]1[C@H](NP(=O)(c1ccccc1)c1ccccc1)c1ccccc1	-4.6	i	i	i	i	24	i	-4	4	0	i
Cc1cc(C)cc(C(=O)N(CCc2ccccc2)C2CC3CCC(C2)N3C)c1 (stereo unspecified)	-0.8	i	i	i	i	-37	i	14	1	5	i
Cc1c(C(=O)N2CCCC2)sc(NC(=O)c2cccc(Cl)c2)c1C#N	-0.2	i	i	i	i	-32	i	-4	6	0	i
COc1ccc(NC(=O)c2ccc3nc(C)sc3c2)cc1	-1.0	i	i	i	i	-78	i	-124	-5	-7	i

(cont.)
SMILES	HIF act	TRPC4 act	TRPC6 inh	TRPC4 potent	TRPC6 act	KLF5 inh	MrgX1 antagonist	aSyn UTR inh	SKKanGAS inh	IEC-6 tox	TRPC4 inh
Cc1cc(C)nc(SCC(=O)Nc2ncc(Cc3ccc(Cl)c(Cl)c3)s2)n1	-0.8	i	i	i	i	-15	i	24	-6	0	i
CCOC(=O)c1c(-c2cccc(C)c2)csc1NC(=O)C1CC=CCC1C(=O)O (stereo unspecified)	0.4	i	i	i	i	-15	i	6	1	-4	-6*
CC(C)(C)NNC(=S)Nc1cccc(C(F)(F)F)c1	3.9	i	i	i	i	-13	i	-16	-9	6	i
COc1ccc(C(CNC(=O)c2oc3ccc(Cl)cc3c2C)N2CCCCC2)cc1 (stereo unspecified)	-0.7	i	i	i	i	-12	i	12	1	0	-5*
Cc1ccc(C(=O)N/C(=C\c2ccc(-c3cc(Cl)ccc3Cl)o2)C(=O)NCc2cccnc2)cc1	-0.3	i	i	i	i	-23	i	-11	27	2	i
c1ccc(-c2nc(NCc3cccnc3)c3ccccc3n2)cc1	0.0	i	i	i	i	-10	i	26	-16	7	-6*
CC(=O)Oc1ccc2c(c1)c(C(C)=O)c(C)n2C	0.0	i	i	i	i	-7	i	9	-3	-6	x
CCN1CCN(CCC(=O)Nc2cc(C)ccc2C)CC1	1.4	i	i	i	i	-45	i	10	0	5	i
COC(=O)COc1ccc(S(=O)(=O)Nc2ccc3c(c2)OCO3)cc1	-0.1	i	i	i	i	-4	i	4	-4	-12	i
Cc1ccccc1Cn1nc(C)c(NC(=O)c2cc(CC(C)C)on2)c1C	-0.4	i	i	i	i	-22	i	5	2	-7	i
CC(C)C(=O)NN(C(=O)c1ccccc1)c1ccccc1	0.4	i	i	i	i	-4	i	3	5	4	i
COc1ccc(/C=N/NC(=O)c2ccc(COc3ccccc3Cl)o2)cc1	-14	i	i	i	i	-9	i	-14	-1	3	i
O=C1CCCC2=C1C(c1ccccc1)C1C(=O)c3ccccc3C1=N2 (stereo unspecified)	-0.2	i	i	i	i	-34	i	-24	3	9	i
CCC1(C)SC(N)=NN1C(C)=O (stereo unspecified)	-0.2	i	i	i	i	-14	i	-21	17	2	i
CCOC(=O)c1c(C)[nH]c(C(=O)/C(C#N)=C/c2ccc(OC(F)F)c(OC)c2)c1C	-2.0	i	i	i	i	-20	i	25	3	-2	i
O=C1CC(C(=O)N2CCN(S(=O)(=O)c3cccc(F)c3)CC2)CN1Cc1ccccc1Cl (stereo unspecified)	0.1	i	i	i	i	x	i	3	-9	x	i
Cc1cc(C(=O)O)c(C)n1-c1ccccc1	-0.8	i	i	i	i	-36	i	13	0	-2	i
O=C(Cc1ccccc1)N1CCN=C1SCc1ccc([N+](=O)[O-])cc1	0.2	i	i	i	i	2	i	-39	-4	-7	i
CCCCNC(=O)c1cn(CC)c2cc(N3CCN(C(=O)c4ccco4)CC3)c(F)cc2c1=O	-1.2	i	i	i	i	-3	i	5	11	-1	i
CCN(Cc1ccccc1)C(=O)CCc1nnc(CCCc2ccccc2)o1	3.9	i	i	i	i	-74	i	-48	3	2	i
COC(=O)c1cc(OC)c(OC)cc1NC(=O)c1cc(OC)cc(OC)c1	-0.5	i	i	i	i	-6	i	30	-18	-2	i
Cc1ccc2nc(CCc3nc4ccc(C)cc4o3)oc2c1	-0.8	i	i	i	i	1	i	22	6	3	i
CCOC(=O)c1c(S(=O)(=O)N2c3ccccc3CC2C)c(C)n(C)c1C (stereo unspecified)	0.7	i	i	i	i	-10	i	19	11	5	i
CCOC(=O)NCc1cc(-c2nn(C)c(=O)c3ccccc23)ccc1C	0.2	i	i	i	i	-38	i	0	-6	0	i
C/C(=N\Nc1cc(N2CCOCC2)nc(C)n1)c1cccc([N+](=O)[O-])c1	-0.2	i	i	i	i	-25	i	-6	-3	1	i

Later entries.
SMILES	HIF act	TRPC4 act	TRPC6 inh	TRPC4 potent	TRPC6 act	KLF5 inh	MrgX1 antagonist	aSyn UTR inh	SKKanGAS inh	IEC-6 tox	TRPC4 inh
CC(=O)c1ccc(N2CCN(S(=O)(=O)c3ccc4c(c3)CC(=O)N4C)CC2)cc1	0.2	i	i	i	i	-22	i	-21	0	6	i
O=C(CCNS(=O)(=O)c1ccc(Cl)cc1)OCC(=O)c1ccc[nH]1	-0.1	i	i	i	i	-9	i	8	-1	-2	i
O=C1CCCN1CCCNc1ccc2nnc(CCC(=O)N3CCN(c4ccccc4)CC3)n2n1	-0.6	i	i	i	i	-1	i	17	-3	-1	i
CN1CCN(CCCNC(=O)c2ccc(CS(=O)(=O)c3ccc(Br)cc3)o2)CC1	-0.2	i	i	i	i	-6	i	10	-4	2	i
Cc1ccc2c(c1)C(O)(CC(=O)c1cccc(-n3cccc3)c1)C(=O)N2 (stereo unspecified)	-0.7	i	i	i	i	-59	i	-3	-6	3	i
Cc1cc(C(=O)N2CCCC(C(=O)c3ccc(Oc4ccccc4)cc3)C2)n[nH]1 (stereo unspecified)	-1.4	i	i	i	i	-10	x	25	0	8	i
C=CCn1c(SCc2ccccc2)nc(O)cc1=O	-0.1	i	i	i	i	2	i	1	21	-2	i
Cc1ccc(CCNC(=O)c2cc(S(=O)(=O)N3CCCCC3)c[nH]2)cc1	0.1	i	i	i	i	9	i	13	-3	7	i
Cc1cc(C)n2nc(NCc3ccccc3)nc2n1	1.1	i	i	i	i	-21	i	-12	-2	4	i
CN1CCCN(C(=O)c2ccc(Cl)c(S(=O)(=O)N(C)c3ccccc3)c2)CC1	0.0	i	i	i	i	-7	i	-10	-3	-8	i
